# Assay outcomes deposited in PubChem by Johns Hopkins Ion Channel Center.
# MrgX1 antagonist = human MrgX1 receptor antagonism, primary screen; Q96LB2; MRGX1-HEK293 calcium flux, Fluo-4, BAM8-22 antagonism; stronger effect = lower value; B-score at 10 µM; hit rate 1.3% among 310,000; AID 588676;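 active means calcium-response B-score plate-corrected more than 3 library SD below zero, starting fluorescence within 5 deviations, no agonist response on first addition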;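 further: peak minus trough fluorescence over baseline after final BAM8-22 challenge near maximal dose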
# TRPC4 potent = TRPC4 (mouse) allosteric potentiation; Q9QUQ5; HEK293 TRPC4beta/mu-opioid, DAMGO EC20, Fluo-4 Ca2+ flux; stronger effect = higher value; B-score at 10 µM; hit rate 0.42% among 310,000;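 active means B-score of calcium response area above 5 SD of library B-scores, with initial fluorescence ratio within 5 SD of library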;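 further: B-score of integrated fluorescence ratio over time as area under calcium response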
# Target sequence (Q9QUQ5 whole entry, looked up): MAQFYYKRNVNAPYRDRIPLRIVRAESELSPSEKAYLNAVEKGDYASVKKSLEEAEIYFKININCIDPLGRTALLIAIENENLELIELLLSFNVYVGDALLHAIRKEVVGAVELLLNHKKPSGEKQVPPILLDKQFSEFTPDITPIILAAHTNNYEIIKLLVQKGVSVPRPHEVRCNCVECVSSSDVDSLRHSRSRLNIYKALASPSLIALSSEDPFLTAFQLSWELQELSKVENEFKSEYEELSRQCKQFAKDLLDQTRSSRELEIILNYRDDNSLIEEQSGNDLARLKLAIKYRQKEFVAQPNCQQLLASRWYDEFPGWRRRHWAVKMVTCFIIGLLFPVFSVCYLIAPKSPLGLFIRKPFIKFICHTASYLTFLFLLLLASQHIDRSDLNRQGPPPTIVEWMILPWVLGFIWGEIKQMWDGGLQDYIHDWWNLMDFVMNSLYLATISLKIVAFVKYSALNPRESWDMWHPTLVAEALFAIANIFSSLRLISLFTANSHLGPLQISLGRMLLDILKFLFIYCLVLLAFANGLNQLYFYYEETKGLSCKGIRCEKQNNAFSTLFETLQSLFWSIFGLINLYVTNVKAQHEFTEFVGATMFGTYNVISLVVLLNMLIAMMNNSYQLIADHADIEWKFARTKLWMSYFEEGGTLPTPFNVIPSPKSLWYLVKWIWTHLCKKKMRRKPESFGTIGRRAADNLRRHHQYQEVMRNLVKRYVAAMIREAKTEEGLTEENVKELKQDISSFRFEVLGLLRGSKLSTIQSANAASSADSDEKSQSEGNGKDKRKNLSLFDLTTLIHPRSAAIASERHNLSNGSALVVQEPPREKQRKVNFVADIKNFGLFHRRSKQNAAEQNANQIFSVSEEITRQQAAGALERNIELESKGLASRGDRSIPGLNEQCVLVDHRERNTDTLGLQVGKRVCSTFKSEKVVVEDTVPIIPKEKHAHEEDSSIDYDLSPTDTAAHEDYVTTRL
# TRPC4 inh = TRPC4 (mouse) channel inhibition; AID 2247; Q9QUQ5; B-score at 10 µM; hit rate 0.39% among 300,000; HEK293 TRPC4beta/mu-opioid, DAMGO-evoked Fluo4 calcium flux; stronger effect = lower value;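 active means B-score over 3 SD under the library average, no early fluorescence shift, positive overall ratio signal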
#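 Assay system – HEK293 line stably carrying TRPC4beta and mu-opioid receptor · Doses – single dose · Detection – Fluo4 calcium-dye fluorescence, kinetic read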
# TMEM16A inh = mouse TMEM16A channel inhibition, primary screen; Q8BHY3; HEK293 TMEM16A/YFP iodide influx fluorescence, ionomycin; normalized B-score (activity score, 25-100; higher = stronger inhibition) at 10 µM; hit rate 1.2% among 310,000; AID 588511;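 active means ratio plate-corrected score three or more library SD toward inhibition, starting fluorescence score within five deviations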;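 further: score derived from kinetic fluorescence span divided by baseline fluorescence per well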
# MrgX1 allo act = allosterically activates human MrgX1 receptor signaling; hit rate 0.63% among 310,000; B-score at 10 µM; MrgX1-HEK293, Fluo-4 calcium flux, FDSS; stronger effect = higher value;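 active means plate-corrected calcium response at least 3 library SD above typical, normal starting fluorescence, not activating the receptor alone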;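 further: compound read alongside a low EC10 to EC30 dose of BAM8-22 agonist; peak minus trough fluorescence over baseline measured at the second addition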
# TRPC6 act = activates the mouse TRPC6 cation channel; HEK293-TRPC6 membrane potential dye fluorescence; stronger effect = higher value; B-score at 10 µM; hit rate 0.13% among 310,000; Q61143;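 active means B-score of the integrated fluorescence ratio above library mean plus 3 SD, and starting fluorescence ratio within library mean plus 5 SD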;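 further: higher score means more depolarization so channel activation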
# RGS4 inh = human RGS4 inhibition | P49798 | HEK293 M3R/RGS4 inducible, Fluo-4 calcium flux; stronger effect = higher value; triggered by carbachol at its EC20 | B-score at 10 µM | hit rate 0.45% among 310,000 | AID 463165;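 active means B-score, a plate-corrected calcium signal, over three deviations above library mean, with baseline fluorescence within five deviations of library mean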;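 further: RGS4 expression induced by doxycycline in cells with stable M3 receptor; B-score is computed from the integrated fluorescence ratio over baseline after carbachol; higher B-score means a larger calcium signal and so more RGS4 inhibition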
# MrgX1 agonist = human MrgX1 receptor agonism, primary screen; MrgX1-HEK293 cells, Fluo-4 calcium fluorescence, agonist mode; stronger effect = higher value; B-score at 10 µM; hit rate 0.44% among 310,000; Q96LB2; AID 588627;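 active means calcium response B-score plate-corrected fluorescence ratio at least 3 library SD, with starting fluorescence B-score inside 5 SD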
#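 Assay system: stable human MrgX1 HEK293 cell line. Quantity: 15,000 cells per well. Schedule: cells plated overnight, dye loaded 0.5 h 37 °C, 0.5 h room temperature. Detection: Fluo-4 NW calcium-flux fluorescence, kinetic read. Read-out basis: peak-minus-minimum fluorescence over baseline, converted to B scores. Control set: positive and negative control wells on each plate.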
# TRPC6 inhibitor = mouse TRPC6 channel inhibition; Q61143; HEK293-TRPC6, membrane potential dye, ACh-evoked depolarization; stronger effect = lower value; B-score at 10 µM; hit rate 1.1% among 310,000;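 active means B-score under library mean minus 3 SD, initial fluorescence not abnormally high, positive integrated signal ratio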;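 further: B-score derived from integrated fluorescence ratio over the kinetic read; more negative B-score means stronger inhibition of depolarization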
# ANO1 activ = activates or potentiates the mouse TMEM16A chloride channel | B-score at 10 µM | Q8BHY3 | HEK293 TMEM16A/YFP-H148Q/I152L, iodide quench fluorescence; stronger effect = lower value | hit rate 0.3% among 340,000;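 active means fluorescence-ratio B-score plate-corrected deviation score at least 3 library SD below zero, with starting fluorescence score within 5 deviations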;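 further: channel opened by trigger with iodide after compound preincubation; score built on the fluorescence ratio of max minus min over baseline; more negative score means more quench and so TMEM16A activation or potentiation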
# TRPC4 agonist = activators of mouse TRPC4 channel; AID 2237; B-score at 10 µM; hit rate 0.49% among 310,000; HEK293 TRPC4beta/mu-opioid, Fluo4 calcium fluorescence; stronger effect = higher value;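 active means B-score above 5 SD of library B-scores, and initial fluorescence ratio not above library mean plus 5 SD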;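 further: positive B-score marks a calcium rise read as TRPC4 activation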
#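 Assay system: HEK293 stable line with TRPC4beta plus mu-opioid receptor. Times: dye 45 min RT, read 110 s. Measured by: kinetic Fluo4 calcium fluorescence. Measure: B score of integrated ratio. Controls: assay buffer as low control, maximal DAMGO as high control.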
# * = called active by the depositor; i = inactive; . = not tested or not shown. An excerpt; count on the stated rates, not on these rows.
# Every second line gives: MrgX1 antagonist, TRPC4 potent, TRPC4 inh, TMEM16A inh, MrgX1 allo act, TRPC6 act, RGS4 inh, MrgX1 agonist, TRPC6 inhibitor, ANO1 activ, TRPC4 agonist
1) CC(C)N1C(=O)CC2(CC[N+](C)(CCOC(=O)C(O)(c3ccccc3)c3ccccc3)CC2)C1=O (configuration not stated)
    i, i, i, i, i, i, i, i, i, i, i
2) NCCc1c[nH]c2ccc(OCc3ccccc3)cc12
    i, i, i, i, i, i, i, i, i, i, i
3) CN(C)CCCN=Cc1c(O)n(Cc2ccco2)c(=O)[nH]c1=O
    i, i, i, i, i, i, i, i, i, i, i
4) Cc1cccc(-n2c(-c3cccs3)nc3ccccc3c2=O)c1
    i, i, i, i, i, i, i, i, i, i, i
5) O=C(N/N=C/c1c(O)n(CCc2ccccc2)c(=O)[nH]c1=O)c1ccccc1O
    i, i, i, i, i, i, i, i, i, i, i
6) Cc1cccc(-n2c(O)c(C=NCc3cccnc3)c(=O)[nH]c2=O)c1C
    i, i, i, i, i, i, i, i, i, i, i
7) NNP(=O)(CC(=O)c1ccccc1)c1ccccc1 (configuration not stated)
    i, i, i, i, i, i, i, i, i, i, i
8) COc1ccccc1CN1CCN(C(=O)COc2ccccc2)CC1
    i, i, i, i, i, i, i, i, i, i, i
9) CCCCC(C)C(OC(=O)CC(CC(=O)O)C(=O)O)C(CC(C)CC(O)CCCCC(O)CC(O)C(C)N)OC(=O)CC(CC(=O)O)C(=O)O (configuration not stated)
    i, ., ., i, i, ., ., i, ., i, .
10) Cc1ccccc1-n1c(O)c(C=Nc2ccc(N(C)C)cc2)c(=O)[nH]c1=O
    i, i, i, i, i, i, i, i, i, i, i
11) O=C(Nc1ccc(Br)cc1)N1C[C@H]2C[C@@H](C1)c1cccc(=O)n1C2
    i, i, i, i, i, i, i, i, i, i, i
12) CC(=O)O[C@@H]1/C=C/[C@](C)(O)C[C@@H](C)C/C=C/[C@H]2[C@H](O)C(C)=C(C)[C@H]3[C@H](Cc4ccccc4)NC(=O)[C@@]123
    i, i, i, i, i, i, i, i, i, ., i
13) CC[C@H]1CN2CCC1C[C@H]2[C@H](O)c1ccnc2ccc(OC)cc12 (some centres not stated)
    i, ., ., i, i, ., ., i, ., i, .
14) Cc1cc(/C=C2\C(=O)NC(=O)N(Cc3ccco3)C2=O)c(C)n1-c1ccc(C(=O)O)cc1
    i, i, i, i, i, i, i, i, i, i, i
15) O=C1NC(=O)C(=Cc2ccc(SC3CCCCC3)o2)C(=O)N1
    i, i, i, i, i, i, i, i, i, i, i

# Six compounds drawn at random from those above:
# Every second line gives: MrgX1 antagonist, TRPC4 potent, TRPC4 inh, TMEM16A inh, MrgX1 allo act, TRPC6 act, RGS4 inh, MrgX1 agonist, TRPC6 inhibitor, ANO1 activ, TRPC4 agonist
5) O=C(N/N=C/c1c(O)n(CCc2ccccc2)c(=O)[nH]c1=O)c1ccccc1O
    i, i, i, i, i, i, i, i, i, i, i
2) NCCc1c[nH]c2ccc(OCc3ccccc3)cc12
    i, i, i, i, i, i, i, i, i, i, i
4) Cc1cccc(-n2c(-c3cccs3)nc3ccccc3c2=O)c1
    i, i, i, i, i, i, i, i, i, i, i
10) Cc1ccccc1-n1c(O)c(C=Nc2ccc(N(C)C)cc2)c(=O)[nH]c1=O
    i, i, i, i, i, i, i, i, i, i, i
12) CC(=O)O[C@@H]1/C=C/[C@](C)(O)C[C@@H](C)C/C=C/[C@H]2[C@H](O)C(C)=C(C)[C@H]3[C@H](Cc4ccccc4)NC(=O)[C@@]123
    i, i, i, i, i, i, i, i, i, ., i
1) CC(C)N1C(=O)CC2(CC[N+](C)(CCOC(=O)C(O)(c3ccccc3)c3ccccc3)CC2)C1=O (configuration not stated)
    i, i, i, i, i, i, i, i, i, i, i

# Further entries follow.
# Every second line gives: MrgX1 antagonist, TRPC4 potent, TRPC4 inh, TMEM16A inh, MrgX1 allo act, TRPC6 act, RGS4 inh, MrgX1 agonist, TRPC6 inhibitor, ANO1 activ, TRPC4 agonist
16) O=c1c2ccccc2nc(-c2ccc(Cl)cc2Cl)n1-c1ccncc1
    i, i, i, i, i, i, i, i, i, i, i
17) O=C(Nc1nccs1)C(Cl)(Cl)Cl
    i, i, i, i, i, i, i, i, i, i, i
18) Cn1cccc1CN1CCN(C(=O)COc2ccccc2)CC1
    i, i, i, i, i, i, i, i, i, i, i
19) CCn1c(NN=O)nc2ccccc21
    i, i, i, i, i, i, i, i, i, i, i
20) Cc1nnc2n1-c1ccc(Br)cc1C(c1ccccc1Cl)=NC2
    i, i, i, i, i, i, i, i, i, i, i
21) O=c1oc2ccccc2c(O)c1[C@H]1c2ccc(O)cc2Oc2c1c(=O)oc1ccccc21
    i, i, i, i, i, i, 11*, i, i, i, i
22) O=P(N[C@@H](c1ccccc1)[C@@H]1C[C@H]1CO)(c1ccccc1)c1ccccc1
    i, i, i, i, i, i, i, i, i, i, i
23) COc1ccc(C(=O)C2CN(C)CC2C(=O)c2ccc(OC)cc2)cc1 (configuration not stated)
    i, i, i, i, i, i, i, i, i, i, i
24) CCN1C(=O)NC(=O)/C(=C\c2cn(CC(=O)O)c3ccccc23)C1=O
    i, i, i, i, i, i, i, i, i, ., i
25) CNP1(NC)=Nc2nn(-c3ccccc3)c(N)c2C(c2ccccc2)=N1
    i, i, i, i, i, i, i, i, i, i, i
26) O=C(c1c[nH]c2ccc(S(=O)(=O)N3CCC4(CC3)OCCO4)cc2c1=O)N1CCC2(CC1)OCCO2
    i, i, i, i, i, i, i, i, i, i, i
27) C=CCOC(=O)C1=C(C)OC(N)=C(C#N)C12C(=O)N(CN1CCOCC1)c1ccccc12 (configuration not stated)
    i, i, i, i, i, i, i, i, i, i, i
28) CN1C(=O)NC(=O)/C(=C\C=C\c2ccccc2[N+](=O)[O-])C1=O
    i, i, i, 25*, i, i, 6.6*, i, i, ., i
29) COc1ccc(-c2cc(=Nc3ccccc3)c3cc(C)ccc3o2)cc1
    i, i, i, i, i, i, i, i, -7.7*, i, i
30) CC(C)(C)c1ccc(C(=O)C2CCCN(C3CCC3)C2)cc1 (configuration not stated)
    i, i, i, i, i, i, i, i, i, i, 57*
31) O=C(/C=C/c1ccccc1)c1c(O)n(CCc2ccccc2)c(=O)[nH]c1=O
    i, i, i, i, i, i, i, i, i, i, i
32) CCOc1cc(C)cc2oc(=O)c3c(c12)CCCC3
    i, i, i, i, i, i, i, i, i, i, i
33) CC(=O)N1CN(C(C)=O)CN(C(C)=O)C1
    i, i, i, i, i, i, i, i, i, i, i
34) Cc1cccc(N2C(=O)NC(=O)/C(=C/c3cc4c(cc3[N+](=O)[O-])OCO4)C2=O)c1
    i, i, i, i, i, i, i, i, i, i, i
35) CC1CCC2C(C)C(=O)OC3OC4(C)CCC1C32OO4 (configuration not stated)
    i, i, i, i, i, i, i, i, i, i, i
36) COc1ccccc1N1C(=O)CC(=O)NC1=O
    i, i, i, i, i, i, i, i, i, i, i
37) N#Cc1c(/N=C/c2c(O)n(Cc3ccco3)c(=O)[nH]c2=O)sc2c1CCCC2
    i, i, i, i, i, i, i, i, i, ., i
38) CCOC(=O)c1ccccc1C(=O)OCC
    i, i, i, i, i, i, i, i, i, i, i
39) N[C@@H](Cc1c[nH]c2ccccc12)c1nnc(SCc2ccccc2)o1
    i, i, i, i, i, i, i, i, i, i, i
40) O=C1NC(=O)N(c2ccccc2)C(=O)/C1=C\C=C\c1ccccc1
    i, i, i, i, i, i, 16*, i, i, i, i
41) CCCC[N+]12CCC(CC1)C(C(=O)c1cccs1)C2 (configuration not stated)
    i, i, i, i, i, i, i, i, i, i, i
42) O=C1/C(=C/c2cccnc2)N2CCC1CC2
    i, i, i, i, i, i, i, i, i, i, i
43) C=CCn1c(O)c(C=Nc2ccc(N(CC)CC)cc2)c(=O)[nH]c1=O
    i, i, i, i, i, i, i, i, i, i, i
44) O=C(CNC(=O)c1ccccc1Cl)Nc1ccc(Br)cc1C(=O)c1ccccc1
    i, i, i, i, i, i, i, i, i, i, i
45) COc1ccc(CN2CCCC(C(=O)c3sccc3C)C2)cc1O (configuration not stated)
    i, i, -7*, i, i, i, i, i, i, i, i
46) COc1ccc([C@@H](O)[C@@H](N)c2ccccc2)cc1
    i, i, i, i, i, i, i, i, i, i, i
47) CC1(C)Cc2c(C#N)c(N3CCNCC3)nc(-c3ccco3)c2CS1
    i, i, i, i, i, i, i, i, -6*, i, i
48) [N-]=[N+]=CC(=O)OC[C@H](N)C(=O)O
    i, i, i, i, i, i, i, i, i, i, i
49) C/C(=N\NP(=S)(c1ccccc1)c1ccccc1)c1ccc(O)cc1O
    i, i, i, i, i, i, i, i, i, i, i
50) Cc1cc(O)c(CN2CC=C(c3ccccc3)CC2)cc1C(C)C
    i, i, i, i, i, i, i, i, i, i, i
51) Fc1ccc2c(c1)nnn2C1CCN(Cc2c(Cl)cccc2Cl)CC1
    i, i, i, i, i, i, i, i, i, i, i
52) Cc1cc(OCC(=O)N2CCC(C(=O)O)CC2)c2c3c(c(=O)oc2c1)CCCC3
    i, i, i, i, i, i, i, i, i, i, i
53) CCOc1ccc(-n2c(-c3ccoc3)nc3ccccc3c2=O)cc1
    i, i, i, i, i, i, i, i, i, i, i
54) O=C(Cc1ccc([N+](=O)[O-])cc1)N1CCN(Cc2ccc3c(c2)OCO3)CC1
    i, i, i, i, i, i, i, i, i, i, i
55) O=C(c1ccccc1F)c1cn(Cc2ccc(F)cc2)c2ccccc12
    i, i, i, i, i, i, i, i, i, i, i
56) COc1ccc(C(=O)Oc2cccc3cccnc23)cc1S(=O)(=O)N1CCOCC1
    -6*, i, i, i, i, i, i, i, i, i, i
57) S=c1[nH]c2ccccc2[nH]1
    i, i, i, i, i, i, i, i, i, i, i
58) CN(C)c1ccc([P+](=O)c2ccc(N(C)C)cc2)cc1
    i, i, i, i, i, i, i, i, i, i, i
